Screens from PubChem BioAssay.
MEKK2wt PB1 HTS: modulators of MEK5 binding to wildtype MEKK2, primary screen, biochemical, multiplex bead flow cytometry, Alexa488-MEK5; Mitogen-activated protein kinase kinase kinase 2 (Homo sapiens), Q9Y2U5; Alexa488-MEK5 binding to MEKK2 WT; actives lie on both sides; binding response (% of control), % at 10 µM; actives 1.1% (n = 290,000); AID 1531, 2009; in the data active means binding response below about 67% or above about 130%; inconclusive means no clear call, values can overlap the other calls; inactive means in between
VIM-2 inh: VIM-2 metallo-beta-lactamase inhibitors, primary screen, biochemical, epi-absorbance readout, Pseudomonas aeruginosa enzyme; purified VIM-2, nitrocefin hydrolysis, epi-absorbance fluorescence; inhibition, % at 5.6 µM; actives 0.89% (n = 290,000); AID 1527, 2009;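 active means inhibition above the mean of all tested compounds plus 3 SD, cutoff set per screening run, cut at about 7.5% in these data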;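 further: red hydrolysis product quenches plate fluorescence so inhibitors raise well fluorescence; 0% = enzyme with DMSO and 100% = DMSO without enzyme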
NS3 helicase inh: inhibitors of HCV NS3 helicase, primary screen, biochemical, Cy5 molecular beacon fluorescence; actives 0.56% (n = 290,000); inhibition, % at 10.9 µM; NS3 helicase DNA unwinding; Hepatitis C virus NS3 helicase; AID 1800, 2009;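 active means inhibition above the mean of all tested compounds plus 3 SD, set per campaign, cut at about 35% in these data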;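 further: 0% = DMSO wells and 100% = thioflavine S control wells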
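System: Hepatitis C virus NS3 helicase domain fragment enzyme | Reagent: Annealed dual-labelled DNA beacon duplex, ATP-started | Compound dosing: 10.9 µM single point, 0.8% DMSO | Incubation: 1 h reaction at 25 °C, ATP-initiated | Technique: Cy5 fluorescence | Evaluation: Percent inhibition from t60/t0 fluorescence ratio | Benchmarks: Low DMSO, high thioflavine S at 110 µM | Replication: Singlicate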
PfM18AAP inh: PfM18AAP inhibitors, malaria aminopeptidase, primary screen, biochemical, QFRET, recombinant enzyme | M18 aspartyl aminopeptidase (Plasmodium falciparum 3D7) | H-Glu-NHMec fluorogenic cleavage | inhibition, % at 7.35 µM | actives 1.2% (n = 290,000) | AID 1822, 2009;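 active means inhibition above the campaign mean inhibition over all tested compounds plus 3 SD, cut at about 28% in these data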;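 further: 0% = plate median of test compound wells and 100% = 2 mM ZnCl2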
MEKK2mut PB1 HTS: MEK5 binding signal on mutant MEKK2 PB1, primary screen, biochemical, multiplex bead flow cytometry, Alexa488-MEK5; percent response, % at 10 µM; AID 1530, 2009; Alexa488-MEK5 binding to MEKK2 mutant; actives 0.35% (n = 290,000); in the data active means percent response above about 24%, passing the limit was not always enough; further: inactives centre near 1; some results filed as inactive read as strong as hits
SUMO HTRF inh: inhibitors of in vitro SUMOylation cascade, primary screen, biochemical, HTRF, uHTS. HTRF SUMOylation assay, SAE1/SAE2 + UBC9. inhibition, % at 35 µM. actives 0.36% (n = 290,000); in the data active means inhibition above about 50%, passing the limit was not always enough; inconclusive means no clear call, values can overlap the other calls; further: strong numbers were not always called active
Target sequence (P63279 whole entry, looked up): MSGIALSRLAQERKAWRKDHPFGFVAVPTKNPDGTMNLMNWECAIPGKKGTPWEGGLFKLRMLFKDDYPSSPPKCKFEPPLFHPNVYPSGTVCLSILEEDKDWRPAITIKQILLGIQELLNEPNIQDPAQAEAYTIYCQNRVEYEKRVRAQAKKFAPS
NALP1 inh: NALP1 inflammasome inhibitors in reconstituted yeast, colorimetric, S. cerevisiae, triplicate retest; S. cerevisiae NALP1/ASC/caspase-1 growth, X-gal OD620, 72 h; inhibition, % at 10 µM; actives 0.61% (n = 280,000); in the data active means inhibition mostly above about 24%, no sharp cut-off; inactive means mostly below about 32%; further: some compounds called inactive have numbers as strong as hits
IMP-1 inhibitor: IMP-1 metallo-beta-lactamase inhibitors, primary screen, biochemical, epi-absorbance readout, Pseudomonas aeruginosa enzyme; purified IMP-1, nitrocefin hydrolysis, epi-absorbance fluorescence; inhibition, % at 5.6 µM; actives 0.45% (n = 290,000); metallo-beta-lactamase IMP-1 (Pseudomonas aeruginosa); AID 1556, 2009;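 active means inhibition above the mean plus 3 SD of all compounds in the same screening run, cut at about 4.5% in these data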;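 further: 0% = IMP-1 with DMSO and 100% = DMSO wells lacking enzyme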
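system = purified recombinant IMP-1 beta-lactamase | amount = 0.2 nM IMP-1, as dispensed | medium = HEPES buffer pH 7.1 with ZnSO4 and Brij 35 | times = 25 °C, 15 min preincubation, 25 min reaction | detection = plate fluorescence quenching by hydrolysis product, ex 480/em 530 nm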
DNA FID counter: compounds displacing fluorescent DNA intercalator, primary screen, artefact control for HCV NS3 helicase inhibitor project, biochemical, FID fluorescence; DNA fluorescent intercalator displacement; inhibition, % at 7.9 µM; actives 0.17% (n = 290,000); AID 1845, 2009; in the data active means inhibition above about 37%;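 further: 0% = vehicle and 100% = reference compound; higher means more ethidium bromide displaced from hairpin DNA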
Active calls of the source: *; ? = inconclusive; nt = not tested or not shown.

SMILES	MEKK2wt PB1 HTS	VIM-2 inh	NS3 helicase inh	PfM18AAP inh	MEKK2mut PB1 HTS	SUMO HTRF inh	NALP1 inh	IMP-1 inhibitor	DNA FID counter
Cn1cc(CN2CCCC(C(=O)c3ccc(-c4ccccc4)cc3)C2)cn1 (stereo not drawn)	109	-4.8	-22	5	-2	3	16	-3.7	13
O=C(Nc1cccc(F)c1)C1CC(=O)N(c2ccc(Br)cc2)C1 (stereo not drawn)	96	-4.1	-13	1	-9	2	31	-2.6	-2
COc1ccccc1C(CNC(=O)CSc1ccc2ccccc2c1)N(C)C (stereo not drawn)	105	-1.8	-16	-4	1	-2	2	-0.9	18
O=C(CN1CCN(C2CCCCC2)CC1)Nc1ccc(Br)cc1	101	-0.5	-5	-12	-2	5	7	-0.7	10
CCC/C=N/Nc1nnc(Cc2ccccc2)c(=O)[nH]1	99	-3.2	-11	9	1	14	19	-3.2	-17
Cc1ccccc1S(=O)(=O)c1c(C)cc(-c2ccccc2)[nH]c1=O	108	-3.6	0	0	2	1	17	-2.8	-2
CC(Oc1cc2oc(=O)cc(-c3ccccc3)c2cc1Cl)C(=O)NCC1CCC(C(=O)O)CC1 (stereo not drawn)	101	-0.5	14	2	4	-11	-19	-2.7	-49
COc1cccc(NC(=O)Nc2nnc(CC(=O)NCc3ccccc3)s2)c1	56	-2.7	-15	-2	-6	1	nt	-0.8	-10
Cc1ncc(CSc2nnnn2-c2ccccc2)c(N)n1	?	-1.4	1	-1	-30	15	9	-4.8	-8
O=C(CCCCCn1c(=S)[nH]c2ccc(N3CCOCC3)cc2c1=O)NCCc1ccccc1	101	-4.0	2	4	0	3	8	-5.1	-7
Cc1cc(NCCCN2CCOCC2)n2nc(C)c(-c3ccccc3)c2n1	101	3.0	-6	-15	4	10	21	-3.8	19
COc1cc(-n2ccnc2SC)c(Cl)cc1Cl	109	0.0	12	4	21	-2	0	-2.4	-12
O=C(O)/C=C/C(=O)NCCC(c1ccccc1)c1ccccc1	96	-1.1	6	4	0	2	20	-0.5	6
COc1ccc(C(=O)N2CCC(O)(c3ccc(F)cc3)CC2)cc1OC	108	-1.8	0	5	3	53	4	-5.4	-11
COc1cc(/C=C2/C(=O)NN(c3cccc(Cl)c3)C2=O)cc(OC)c1O	100	-6.5	46*	24	6	-12	5	-7.2	-14
CC(C)(C)OC(=O)N/N=C/c1ccc(N2CCOCC2)s1	100	-0.8	2	7	0	-7	32	0.7	1
COC(=O)c1ccccc1NC(=O)NCC1CCCO1 (stereo not drawn)	93	-3.6	-4	-5	-2	2	12	-1.1	0
CCC(=O)Nc1ccccc1N1CCN(c2ccc(F)cc2)CC1	99	2.1	2	-4	-2	4	-22	-1.0	-28
O=C(c1ccccc1)N1CCCCC(S(=O)(=O)c2ccccc2)C1=O (stereo not drawn)	100	-3.7	-3	4	-1	-10	6	-4.2	-6
CC(=O)C1=C(C)NC(=O)CC1c1ccccc1Cl (stereo not drawn)	98	-3.3	4	-8	-4	4	-10	-3.5	-1
CCC(=O)c1ccccc1OCCCN1C(=O)NC(C)(C)C1=O	103	-3.8	2	-8	4	0	15	-2.6	-6
C=CCn1c(SCC(=O)N(C)c2c(N)n(Cc3ccccc3)c(=O)[nH]c2=O)nnc1-c1ccccc1OC	107	-2.0	-1	6	8	1	8	-2.8	-39
NC(=O)Nc1ccc(C(=O)OCC(=O)NC2CCCCC2)cc1	96	-0.8	0	-3	-2	3	5	-3.6	-9
O=C(/C=C/c1ccc(F)cc1)NC(=S)NNC(=O)c1cccnc1	105	-3.0	-4	-1	-1	-69	5	-0.9	-6
O=C(CSc1nnc(-c2cccs2)n1-c1ccccc1)NCc1ccco1	97	-4.3	1	2	-1	7	23	-1.4	-20

Arranged by count of non-hydrogen atoms (falling): part of the list above.
SMILES	MEKK2wt PB1 HTS	VIM-2 inh	NS3 helicase inh	PfM18AAP inh	MEKK2mut PB1 HTS	SUMO HTRF inh	NALP1 inh	IMP-1 inhibitor	DNA FID counter
C=CCn1c(SCC(=O)N(C)c2c(N)n(Cc3ccccc3)c(=O)[nH]c2=O)nnc1-c1ccccc1OC	107	-2.0	-1	6	8	1	8	-2.8	-39
O=C(CCCCCn1c(=S)[nH]c2ccc(N3CCOCC3)cc2c1=O)NCCc1ccccc1	101	-4.0	2	4	0	3	8	-5.1	-7
COc1cccc(NC(=O)Nc2nnc(CC(=O)NCc3ccccc3)s2)c1	56	-2.7	-15	-2	-6	1	nt	-0.8	-10
Cn1cc(CN2CCCC(C(=O)c3ccc(-c4ccccc4)cc3)C2)cn1 (stereo not drawn)	109	-4.8	-22	5	-2	3	16	-3.7	13
O=C(c1ccccc1)N1CCCCC(S(=O)(=O)c2ccccc2)C1=O (stereo not drawn)	100	-3.7	-3	4	-1	-10	6	-4.2	-6
Cc1ccccc1S(=O)(=O)c1c(C)cc(-c2ccccc2)[nH]c1=O	108	-3.6	0	0	2	1	17	-2.8	-2
CCC(=O)c1ccccc1OCCCN1C(=O)NC(C)(C)C1=O	103	-3.8	2	-8	4	0	15	-2.6	-6
CC(C)(C)OC(=O)N/N=C/c1ccc(N2CCOCC2)s1	100	-0.8	2	7	0	-7	32	0.7	1
COC(=O)c1ccccc1NC(=O)NCC1CCCO1 (stereo not drawn)	93	-3.6	-4	-5	-2	2	12	-1.1	0
CC(=O)C1=C(C)NC(=O)CC1c1ccccc1Cl (stereo not drawn)	98	-3.3	4	-8	-4	4	-10	-3.5	-1
COc1cc(-n2ccnc2SC)c(Cl)cc1Cl	109	0.0	12	4	21	-2	0	-2.4	-12

The list continues.
SMILES	MEKK2wt PB1 HTS	VIM-2 inh	NS3 helicase inh	PfM18AAP inh	MEKK2mut PB1 HTS	SUMO HTRF inh	NALP1 inh	IMP-1 inhibitor	DNA FID counter
CC1=C(C(=O)Nc2ccc(C(=O)NCCCN3CCCCC3)cc2)SCCO1	113	-4.0	-6	1	4	-5	-2	-2.6	3
COc1ccc(CN(Cc2cccn2C)S(=O)(=O)c2ccc(F)cc2)cc1	98	-2.7	0	4	-2	-4	-5	-2.5	-22
Cc1ccccc1CN1CCN(CC(=O)NCc2ccco2)C1=O	105	-2.4	12	-3	2	21	16	-5.0	-15
Clc1ccc(Sc2cc(Cl)c(-c3ccccc3)nn2)cc1	98	1.3	3	-10	7	6	16	-0.8	-18
COc1ccc(Cc2nc3ccc(C(=O)N(C)C(C)c4nccs4)cc3o2)cc1 (stereo not drawn)	96	-1.0	-6	-5	1	5	10	-0.7	-42
CCOc1ccc(C(=O)OCCN(C)C)cc1	103	-3.0	5	0	-1	-11	-3	-3.6	0
Clc1ccc(OCc2cn3ccccc3n2)c2ncccc12	99	-2.0	-6	1	-8	9	-5	-3.1	6
C=CCSc1nnc(C)c(/C=C/Nc2ccc(Cl)cc2)n1	83	-0.6	1	-7	-6	17	9	-1.0	0
CCn1c(SCC(=O)Nc2cc(C(C)(C)C)nn2-c2ccccc2)nnc1-c1cccs1	107	-2.5	7	2	0	7	19	0.3	-32
Cc1nc2ccccc2n1CC(O)Cn1c(C(F)(F)F)nc2ccccc21 (stereo not drawn)	100	-3.3	1	9	1	4	4	-3.4	-11
O=C(Nc1ccccc1O)c1cccc(NC(=O)c2ccco2)c1	100	-4.4	0	-1	2	-6	0	-4.6	-6
O=C(OCC(=O)N1CCOCC1)c1ccc(N2CCOCC2)c([N+](=O)[O-])c1	101	-3.6	-1	1	0	-14	4	-2.8	1
N#Cc1ccc(-c2nc3ccccc3c(=O)n2O)cc1	97	-0.3	23	5	-4	15	14	0.9	1
O=C(CSc1nc2c(cnn2-c2ccc(F)cc2)c(=O)[nH]1)N1N=C(c2cccs2)CC1c1ccc(F)cc1 (stereo not drawn)	83	-0.8	-1	-3	5	2	27	-0.9	-1
Cc1cccc(NC(=S)N(Cc2ccc(Br)cc2)Cc2ccc(C(=O)O)cc2)c1	94	-3.6	27	1	-3	12	5	-4.6	-31
Cc1ccccc1/C=N/NC(=O)c1cccnc1	113	-0.9	5	-7	14	9	16	-2.3	-1
CCCC(CCC(=O)Nc1ccc(C(=O)OC)cc1)C(=O)O (stereo not drawn)	124	-3.4	1	-4	13	10	-88	2.0	-5
CCNc1nc(NC(C)C)nc(Oc2ccc(/C=N/O)cc2)n1	92	0.2	-1	3	0	14	19	0.1	-8
O=C(NN=C1CCCCCC1)c1cn(-c2ccccc2)nc1-c1ccccc1	104	-5.2	2	1	3	-7	23	-2.8	-3
COc1ccc(C[C@H]2CN3C(=NC[C@H]3Cc3ccccc3)N2CCNC(=O)CCC2CCCCC2)cc1	164*	-1.5	-65	-5	36	5	14	2.0	9
C/C(=N\NC(=O)C1(C)CC1(Br)Br)c1ccc(NC(=O)C2CCC2)cc1 (stereo not drawn)	96	-1.3	1	-11	-1	10	27	-0.9	-8
C/C(=N\NC(=O)c1nn(C)cc1Br)c1ccc(NC(=O)c2ccncc2)cc1	96	-7.3	-12	2	-2	5	33	-3.8	-9
O=C(NCc1ccccc1)N[C@@H](Cc1c[nH]c2ccccc12)C(=O)O	106	-0.6	-4	-3	2	14	34	-0.1	-5
O=C(CCc1ccccc1)NCc1ccccc1	86	-1.4	-1	-13	-6	7	10	-1.8	-1
O=C(/C=C/c1ccc2c(c1)OCO2)Nc1nc2ccccc2s1	92	0.7	11	-4	-1	20	44	0.7	11
COc1ccccc1NC(=O)c1ccc(NC(=O)COC(=O)C2(C)CC2(Cl)Cl)cc1 (stereo not drawn)	113	-2.7	-5	-4	0	-18	14	-1.6	-6
CC1=C(C(N)=O)C(c2ccc(Cl)c(Cl)c2)n2ncnc2N1 (stereo not drawn)	106	-2.6	-5	0	4	-8	9	-2.2	-1
O=C1C2C3C=CC(C3)C2C(=O)N1c1ccc2c(c1)OCO2 (stereo not drawn)	101	-2.1	1	15	2	-21	7	-2.3	-3
